Source: PubChem BioAssay (Sanford-Burnham Center for Chemical Genomics)
MPTP inh = permeability transition pore inhibition; isolated mouse mitochondria, Ca2+ swelling absorbance, 30 min; inhibition, % at 10 µM; 1.4% of 360,000 active; AID 602449;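 active = inhibition of 50% or more, scaled per plate between neutral and stimulator controls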;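 also: 0% = DMSO wells given calcium and 100% = 1 mM EGTA wells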
CCR6 antagonist = CCR6 (human) receptor antagonism; CHO-K1 CCR6 PathHunter beta-arrestin, luminescence, CCL20-stimulated; inhibition, % at 20 µM; AID 493098; P51684; 0.49% of 340,000 active;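 active = compounds whose inhibition of the agonist-driven luminescence signal at 20 µM reaches about 50%, limit read from the data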;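 also: cells stimulated with CCL20 at 14 nM final; plate controls were DMSO with CCL20 for no effect and DMSO without agonist for full effect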
Target sequence (P51684 whole entry, looked up): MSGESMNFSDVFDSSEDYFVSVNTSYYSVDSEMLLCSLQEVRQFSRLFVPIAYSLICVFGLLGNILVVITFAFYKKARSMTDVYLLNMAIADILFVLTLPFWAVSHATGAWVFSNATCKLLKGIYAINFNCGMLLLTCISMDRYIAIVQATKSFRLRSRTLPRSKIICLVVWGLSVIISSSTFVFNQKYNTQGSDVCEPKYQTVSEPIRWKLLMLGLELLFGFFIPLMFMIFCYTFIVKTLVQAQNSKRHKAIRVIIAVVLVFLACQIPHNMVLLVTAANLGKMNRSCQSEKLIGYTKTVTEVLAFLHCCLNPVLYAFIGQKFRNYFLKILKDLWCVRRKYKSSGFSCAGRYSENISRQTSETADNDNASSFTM
CXCR6 block = CXCR6 (human) receptor inhibition. O00574. CHO-K1 PathHunter CXCR6 beta-arrestin, luminescence. inhibition, % at 20 µM. 0.36% of 360,000 active. AID 602244; in the data active = inhibition above about 34%, passing the limit was not always enough;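 also: antagonist mode with CXCL16 agonist at 10 nM final; 0% = 10 nM CXCL16 with DMSO and 100% = unstimulated wells without agonist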
EBI2 antag = antagonists of human EBI2 receptor | P32249 | EBI2 beta-arrestin recruitment, luminescence, 7a,25-OHC stimulated | inhibition, % at 5 µM | 0.81% of 360,000 active; in the data active = inhibition above about 38%;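 also: enzyme fragment complementation signal reports receptor beta-arrestin coupling in cells; 0% = agonist plus DMSO wells and 100% = wells without agonist; some results beyond the cut were filed as inactive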
Target sequence (P32249 whole entry, looked up, the tested form may be a part): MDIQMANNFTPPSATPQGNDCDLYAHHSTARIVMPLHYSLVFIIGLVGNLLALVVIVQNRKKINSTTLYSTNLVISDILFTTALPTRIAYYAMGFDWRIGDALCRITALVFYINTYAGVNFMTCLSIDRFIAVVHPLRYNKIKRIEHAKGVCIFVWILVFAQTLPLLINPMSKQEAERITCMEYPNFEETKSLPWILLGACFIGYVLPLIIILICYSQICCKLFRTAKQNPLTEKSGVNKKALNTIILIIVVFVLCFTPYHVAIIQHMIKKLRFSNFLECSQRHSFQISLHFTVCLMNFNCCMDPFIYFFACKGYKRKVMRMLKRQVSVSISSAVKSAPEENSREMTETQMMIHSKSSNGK
A3G deaminase = inhibitors of human APOBEC3G DNA deaminase; 0.28% of 330,000 active; Q9HC16; AID 493012; recombinant A3G, ssDNA deamination FAM/TAMRA fluorescence; inhibition, % at 20 µM;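 active = inhibition of at least 40% at 20 µM, with no more than 30% in the related APOBEC3A deaminase screen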;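 also: plate controls were DMSO wells with A3G for no effect and wells lacking A3G enzyme for full effect; some compounds called inactive have numbers as strong as hits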
A3A deaminase = inhibitors of human APOBEC3A DNA deaminase | P31941 | recombinant A3A, FAM/TAMRA ssDNA deamination fluorescence | inhibition, % at 20 µM | 0.41% of 330,000 active | AID 493011;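 active = at least 40% inhibition at 20 µM here, with at most 30% in a related deaminase screen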;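 also: plate controls were A3A with DMSO for no effect and wells lacking A3A enzyme for full effect; some results filed as inactive read as strong as hits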
Target sequence (P31941 whole entry, looked up): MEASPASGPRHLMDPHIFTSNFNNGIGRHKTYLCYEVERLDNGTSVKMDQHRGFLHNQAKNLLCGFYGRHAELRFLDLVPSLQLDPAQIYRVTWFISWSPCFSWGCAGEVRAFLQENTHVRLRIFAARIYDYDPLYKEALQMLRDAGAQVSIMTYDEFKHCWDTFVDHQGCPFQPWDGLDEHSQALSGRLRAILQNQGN
NR3A LBD binder = modulators (binders) of human NR3A ligand-binding domain; NR3A LBD differential scanning fluorimetry, Tm shift; 0% = protein alone, 100% = glycine-bound protein; Tm shift relative to glycine control, % at 25 µM; 2.5% of 340,000 active; AID 1259313;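 active = melting temperature shift of at least 10% of the positive control shift, at one fixed dose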
Gli-Sufu block = blocks Gli-Sufu signaling in a luciferase reporter; 0.74% of 340,000 active; Sufu-KO-LIGHT fibroblasts, Gli luciferase reporter luminescence; inhibition, % at 5 µM;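 active = inhibition above about 55%, limit read from the data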;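 also: 0% = DMSO-treated cells and 100% = wells with medium but no cells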
Starred values were filed as active, the others as inactive; . = not tested or not shown.

SMILES	MPTP inh	CCR6 antagonist	CXCR6 block	EBI2 antag	A3G deaminase	A3A deaminase	NR3A LBD binder	Gli-Sufu block
CCN(CC)C(=O)CSc1nnc(CSc2ncccn2)n1C	1.8	1	-7	-12	-4	2	0	9
COCCCN1C(=O)C(=O)/C(=C(/O)c2ccccc2)C1c1ccc(N(C)C)cc1 (centres undefined)	0.7	14	-6	-20	-3	-6	1	2
Cc1ccc(C(=O)N(C)c2nnc(-c3ccncc3)s2)cc1	0.0	1	-7	12	-10	3	-3	-38
O=C(NCc1ccc(F)cc1)c1cnc2sccn2c1=O	0.0	4	-5	-1	-6	4	1	2
COc1ccc(NC(=O)COc2ccccc2F)cc1S(=O)(=O)N1CCCCC1	-1.2	20	5	-6	-3	0	-1	-1
Cn1cnnc1SCC(=O)Nc1ccc(Cl)cn1	-0.2	4	4	6	-1	2	-3	0
O=C(c1cc(N2C(=O)C3C4CCC(C4)C3C2=O)ccc1Cl)N1CCCCCC1 (centres undefined)	2.6	-9	0	-7	-4	-3	0	31
CCNS(=O)(=O)c1ccc(NC(=O)Nc2ccccc2OC)cc1	-1.0	1	2	2	0	5	14*	-5
CC(OC(=O)c1ccc2ccccc2n1)C(=O)c1ccccc1 (centres undefined)	2.4	-6	4	-15	-5	-7	1	2
CCSc1nc2ccccc2n1CC(=O)O	0.2	3	-5	6	-4	7	1	-3
COc1ccc(C(CC(=O)N2CCCCC2)c2c(OC)cc(OC)c3c(-c4ccccc4)cc(=O)oc23)cc1 (centres undefined)	0.4	12	17	16	22	72*	-2	16
CCOCCc1nnc(NC(=O)CCc2ccccc2)s1	0.3	2	0	-3	-9	-2	1	-8
CC(C)Cc1nnc(NC(=O)CCC(=O)N2CCN(Cc3ccc(Cl)cc3)CC2)s1	-1.0	2	1	5	-7	-5	0	26
CCSc1nnc(NS(=O)(=O)c2ccc(OC)cc2)s1	0.4	2	-5	-3	-1	3	-3	3
Cc1ccc(C(=O)Nc2ncccc2S(=O)(=O)c2ccccc2)cc1	1.2	8	0	1	.	.	-1	-1
COc1ccc(/C=N/Nc2nnc(Cc3ccc(OC)c(OC)c3)c(=O)[nH]2)cc1	0.4	-2	0	-7	-4	-4	-6	-14
CCc1nc(SCC(=O)Nc2c(C)n(C)n(-c3ccccc3)c2=O)n[nH]1	-4.8	-7	-1	-13	-6	-2	3	5
CC1Cc2ccccc2N1S(=O)(=O)c1cnc(Cl)c(Br)c1 (centres undefined)	0.5	2	0	11	-2	0	0	-1
O=C(CN1CCN(S(=O)(=O)c2ccc(Br)cc2)CC1)Nc1ccc(F)cc1F	-4.8	-26	-2	2	-5	0	-1	1
COc1cc(O)c(C(CCN2CCCC2)c2ccc3c(c2)OCO3)c(OC)c1 (centres undefined)	-0.2	1	-5	-11	-3	0	-1	11
CCOc1ccc(-n2c(=O)[nH]cc(C(=O)N3CCCc4ccccc43)c2=O)cc1	-0.3	6	-6	-13	-6	0	-2	-1
Cc1nc(Nc2ccccc2)c2oc3ccc(Cl)cc3c2n1	0.7	-14	1	18	-9	-3	16*	-12
Cn1nc(-c2ccccc2)c2nc3ccccc3nc21	-1.0	-3	-3	5	-9	-6	1	-36
CSc1ccc(C2=CC(=O)C[C@H](c3ccc(F)cc3)C2)cc1	-0.5	28	2	66*	1	3	-1	-2
CN1CCN(C(=O)c2cc(=O)c3cc(Cl)cc(Cl)c3o2)CC1	0.6	4	6	-8	-5	2	-1	14
SMILES	MPTP inh	CCR6 antagonist	CXCR6 block	EBI2 antag	A3G deaminase	A3A deaminase	NR3A LBD binder	Gli-Sufu block
O=C(COc1ccc(S(=O)(=O)N2CCOCC2)cc1Cl)NCc1ccco1	-0.7	14	2	8	-9	0	-1	11
Cc1ccc(O)c(C(=O)c2coc(=N)c(C(=O)NC(C)C)c2)c1	0.9	3	0	-3	-5	0	-1	4
O=C(Cn1cnc([N+](=O)[O-])c1)NC1CCCC1	0.8	2	-7	-15	-5	-4	-111	26
Cc1cc(C)cc(NC(=O)C(c2ccccc2)N2CCN(CC(=O)NC3CC3)CC2)c1 (centres undefined)	-0.8	5	12	5	-8	0	0	5
O=CNCCCc1nc2ccccc2n1Cc1ccccc1	-1.2	9	3	7	-8	-4	0	10
Cc1cc2c(cc1C)C(c1ccccc1OC(C)C)CC(=O)N2 (centres undefined)	-0.4	5	3	10	2	-2	0	2
Cc1ccc(S(=O)(=O)N2CCOCC2)cc1NC(=O)CSc1cccc[n+]1[O-]	-0.4	0	-1	-4	2	-2	1	1
COc1ccc(-c2csc(Nc3cc(C)ccn3)n2)cc1OC	0.9	-9	-18	12	-3	-1	-1	-13
Cc1ccc(C(=O)O/N=C2/CC3CCC2(C)[C@@]3(C)CBr)cc1 (some centres undefined)	-1.3	13	-4	14	-4	1	1	-1
COc1cccc(/C=C2\SC(=O)NC2=O)c1OCc1ccc(C(=O)O)cc1	1.2	-2	0	-6	-6	-1	15*	5
NC(=O)NCc1cccs1	-1.3	0	-3	9	-5	-1	0	1
Cc1c(C)n(CCc2ccccc2)c2ncnc(NCCO)c12	-0.4	11	-10	12	-7	-5	-2	-79
CCOc1ccccc1N(CC(=O)N/N=C(\C)c1cccc(Br)c1)S(C)(=O)=O	0.4	-17	-1	5	-3	0	0	-2
CC1(C)CC(=O)C2=C(C1)NC(SCC(N)=O)=C(C#N)C21CCCCC1	-0.5	-8	-1	-4	-8	-5	16*	-5
c1ccc(-n2nnnc2NCCc2c[nH]c3ccccc23)cc1	1.7	9	8	2	-2	-1	12*	4
Cc1cc(C)nc(SCC(=O)Nc2ncc(C(F)(F)F)cc2Cl)n1	3.7	-11	1	5	-4	-1	2	-2
O=C(Cc1ccccc1)NCCc1cnc[nH]1	0.3	-4	3	1	-5	0	1	20
CCc1ccc(-c2cc3c(=O)n(CC(=O)NCCCN4CCN(C)CC4)ncn3n2)cc1	-0.1	6	7	-14	5	2	-1	-33
COc1ccccc1OCc1nc2ccccc2n1C	-0.1	5	-8	4	3	3	-1	-39
COc1cccc2sc(N(CCN(C)C)C(=O)c3ccc(S(=O)(=O)N4CCCC4)cc3)nc12	-0.7	17	-3	-5	-2	2	5	-6
CC(=O)Nc1ccc(NC(=O)C(C)OC(=O)C2CCN(S(=O)(=O)c3ccc4c(c3)OCCO4)CC2)cc1 (centres undefined)	-0.3	-3	-8	-5	-8	-4	0	-7
CCSCCOC(=O)C1=C(C)N(C)C(=O)NC1c1cc(OC)ccc1OC (centres undefined)	-0.2	16	4	3	-1	2	-1	1
Cc1c(C)c2ccc(OC(C)C(=O)NCCCn3ccnc3)c(C)c2oc1=O (centres undefined)	-1.8	-6	-3	4	-5	-4	1	5
CC(C)(C)N1C(=O)c2ccccc2NC(=O)N1Cc1ccccc1	-1.1	3	3	1	-5	-1	3	-4
O=C(Nc1ccc(Br)cc1)C1CCN(C(=O)c2ccco2)CC1	-0.4	5	6	-2	-5	-5	-2	-13
SMILES	MPTP inh	CCR6 antagonist	CXCR6 block	EBI2 antag	A3G deaminase	A3A deaminase	NR3A LBD binder	Gli-Sufu block
CCn1c(=O)cc(OCC(=O)NCc2cccs2)c2ccccc21	2.3	18	9	1	-2	-1	-3	26
CCS(=O)(=O)c1ccc(O)c(NC(=O)c2ccc(S(=O)(=O)N3CCCCCC3)cc2)c1	-0.2	6	-1	3	-5	-1	-3	1
CN(CC(=O)Nc1ccc(Cl)c(C(F)(F)F)c1)C(=O)c1ccc2c(c1)OCCO2	-0.6	2	3	0	-13	-4	-14	-5
O=C(CN1CCOCC1)N1CCN(c2ccc([N+](=O)[O-])cc2)CC1	0.0	11	6	-3	-5	-4	-2	4
Cc1cc(C)cc(NC(=O)CSc2nnc(CNC(=O)c3ccco3)o2)c1	-1.0	14	22	4	-1	0	-1	4
O=C(CN1C(=O)c2ccc([N+](=O)[O-])cc2C1=O)Nc1nccs1	-0.2	6	0	1	-12	5	1	-1
O=C(c1cccc(S(=O)(=O)Nc2ccccc2F)c1)N1CCN(c2ccccc2F)CC1	0.1	3	-12	-17	7	4	-1	9
NS(=O)(=O)c1ccc(CCn2c(=S)[nH]c3ccc(F)cc3c2=O)cc1	-0.7	2	0	3	-3	-1	-5	-3
CC(OC(=O)Cn1cnc2ccccc2c1=O)C(=O)NCc1ccccc1 (centres undefined)	-0.4	-11	9	-14	-6	0	2	-5
CCN(CC)C(=O)CSc1nc(COc2ccccc2)nc2ccccc12	-0.7	13	8	-20	-6	-2	0	.
Cc1ccc(S(=O)(=O)c2cc3ccccc3oc2=Nc2ccc3c(c2)OCCO3)cc1	1.5	23	16	42	-7	-1	-2	14
C=CCSC1=N/C(=C\C=C\c2ccco2)C(=O)S1	3.7	19	11	-15	85	98	-2	2
Cc1cc(C)n(-c2nc3ccccc3nc2N2CCN(C(=O)c3ccccc3)CC2)n1	-0.1	-6	7	12	5	10	-7	3
COc1ccc(OCC(O)CN2C(=O)c3ccccc3C2=O)cc1 (centres undefined)	0.6	8	9	8	-9	-3	-2	34
CC(=O)Nc1nc(=O)c2ccccc2s1	-0.4	11	7	0	-8	-4	5	4
O=C(NCC1OCCc2ccccc21)c1ccco1 (centres undefined)	-0.7	20	6	-2	-4	-3	4	11
COC(=O)c1c[nH]c2c1-c1cc(C(=O)OCc3ccccc3)n(S(=O)(=O)c3ccc(C)cc3)c1C(=O)C2=O	-0.2	0	-5	-25	.	.	-2	55*
C/C(=C\C(=O)c1ccccc1)NNc1nc2ccccc2s1	1.6	14	10	3	-6	-4	-1	4
CC/C(=N\NC(=O)c1ccoc1C)c1ccc(C)o1	-0.1	-6	3	-9	-9	-1	2	2
C[C@@H]1CN([C@@H](C)CO)C(=O)c2cc(NC(=O)Nc3ccc4c(c3)OCO4)ccc2O[C@H]1CN(C)S(=O)(=O)c1cn(C)cn1	-0.1	5	-4	4	-8	-2	1	-2
COc1cc2c(cc1OC)C(c1cccc(Br)c1)CC(=O)N2 (centres undefined)	0.3	-5	4	-13	-6	-4	-2	5
O=C(CCc1ccccc1)Nc1ccc(F)c([N+](=O)[O-])c1	1.6	17	-5	4	-2	0	-3	5
COc1ccc2c(c1)N(S(=O)(=O)c1ccccc1)CCC2=O	0.3	9	0	6	-6	0	0	0
CCCn1nnnc1SCC(=O)Nc1ccc(F)cc1	5.5	-23	-10	-21	0	1	0	0
CCOc1ccccc1C=NNc1ccc([N+](=O)[O-])cn1	-1.3	-1	-15	-3	.	.	0	-5

3 structures already listed, arranged by count of non-hydrogen atoms, low to high.
SMILES	MPTP inh	CCR6 antagonist	CXCR6 block	EBI2 antag	A3G deaminase	A3A deaminase	NR3A LBD binder	Gli-Sufu block
c1ccc(-n2nnnc2NCCc2c[nH]c3ccccc23)cc1	1.7	9	8	2	-2	-1	12*	4
CCc1ccc(-c2cc3c(=O)n(CC(=O)NCCCN4CCN(C)CC4)ncn3n2)cc1	-0.1	6	7	-14	5	2	-1	-33
COc1cccc2sc(N(CCN(C)C)C(=O)c3ccc(S(=O)(=O)N4CCCC4)cc3)nc12	-0.7	17	-3	-5	-2	2	5	-6

(list continues)
SMILES	MPTP inh	CCR6 antagonist	CXCR6 block	EBI2 antag	A3G deaminase	A3A deaminase	NR3A LBD binder	Gli-Sufu block
COc1ccc(-c2csc(NC(CO)c3nc4ccccc4n3CCOCCO)n2)cc1 (centres undefined)	-1.7	-3	1	-13	-3	-3	0	8
Cc1cc(C)cc(S(=O)(=O)c2cn(C)c3cc(N4CCN(C)CC4)c(F)cc3c2=O)c1	-0.7	6	6	-5	1	0	1	4
COc1ccccc1CNC(=O)COC(=O)Cc1ccc(Cl)cc1	-0.8	19	-3	-1	-4	-2	-1	-4
NC12CC3CC(C1)CC(CC(=O)O)(C3)C2	-0.2	13	-3	-7	0	1	2	4
Cc1nc(=O)c(-c2ccccc2)c(C)n1CC1CCCO1 (centres undefined)	1.3	-3	0	-7	3	2	3	-10
CCc1c(C)c2ccc(OCC(N)=O)cc2oc1=O	1.2	-12	-2	-4	-1	0	1	-12
CC(C)N1C(=O)c2ccccc2N(Cc2ccccc2)S1(=O)=O	-0.5	22	10	12	-8	-5	-1	9
